Anesthetic bind: qHTS Assay for Identification of Novel General Anesthetics | apoferritin/1-aminoanthracene competitive binding, fluorescence | Potency, µM (top dose mostly 77.5 µM), without a hit: at the highest dose activity change, negative = displacement, most hits filed as inhibitors | 0.074% of 350,000 active | AID 485281, 2010; further: potency means the concentration at half of the fitted maximal effect; on the % scale 0 is the no-effect control and ±100 the full control effect; nearly all actives have a fitted effect of over 20% in size
Target sequence (P02791 2-175 limits assumed): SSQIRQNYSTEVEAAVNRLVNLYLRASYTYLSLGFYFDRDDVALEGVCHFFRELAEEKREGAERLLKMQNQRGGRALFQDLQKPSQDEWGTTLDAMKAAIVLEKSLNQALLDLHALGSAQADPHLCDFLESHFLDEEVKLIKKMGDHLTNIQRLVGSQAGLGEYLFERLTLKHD
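Horse-spleen apoferritin (10 uM) was mixed with 50% saturated 1-aminoanthracene in PBS, exposed to compounds for 10 min at room temperature, and read for fluorescence (ex 380 nm, em 535 nm). Competitive displacement was fitted with a four-parameter Hill equation.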
POLI inh: qHTS for Inhibitors of Polymerase Iota. AID 588590, 2011. 1% of 390,000 active. Pol iota fluorescent replication assay, 10 min. Potency, µM (highest dose often 115 µM), for the others: top-dose activity, negative = inhibition, hits mostly inhibitors. DNA polymerase iota (Homo sapiens), Q9UNA4; further: potency means the concentration at half of the fitted maximal effect
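Fluorescent replication assay read twice, at 0 min and 10 min after adding 50 nM (final) substrate. Enzyme (10 nM) and compounds were first incubated 15 min at room temperature; enzyme-free buffer wells were negative controls.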
Tb PGK inh: qHTS Assay to Find Inhibitors of Phosphoglycerate Kinase. Phosphoglycerate kinase, glycosomal (Trypanosoma brucei brucei), P07378. PGK/GAPDH coupled, Kinase-Glo luminescence, 60 min. Potency, µM (titrated, usually from 57.5 µM), for inactives: top-dose activity change, negative = inhibition, usual class: inhibitors. 0.043% of 380,000 active; further: potency means the concentration at half of the fitted maximal effect; on the % scale 0 is the no-effect control and ±100 the full control effect; nearly all actives have a fitted effect of over 60% in size
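Luminescent ATP detection (Kinase-Glo Plus) follows a 60-minute room-temperature incubation, with wells lacking PGK as controls. Buffer: 100 mM TEA (pH 7.6), 5 mM MgCl2, 0.01% Tween-20. Coupling enzyme GAPDH (100 nM final) supplies unstable 1,3-BPG in-well.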
Pol beta inh: qHTS Assay for Inhibitors of DNA Polymerase Beta | Pol beta primer extension/strand displacement, fluorescence kinetic | Potency, µM (doses to about 114 µM), without a hit: at the top dose activity change, negative = inhibition, actives largely listed as inhibitors | 1.3% of 340,000 active | AID 485314, 2010; further: potency means the concentration at half of the fitted maximal effect; on the % scale 0 is the no-effect control and ±100 the full control effect
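Values derive from four-parameter Hill fits of normalized kinetic data: reads at 0 and 10 min following addition of 50 nM substrate to 10 nM Pol beta preincubated 15 min with compound.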
POLK inh: qHTS for Inhibitors of Polymerase Kappa. DNA polymerase kappa (Homo sapiens), Q9UBT6. purified Pol kappa, fluorescent DNA synthesis assay, 10 min. Potency, µM (highest dose often 107 µM), inactives show at the highest dose activity, negative = inhibition, most hits filed as inhibitors. 0.53% of 400,000 active. AID 588579, 2011; further: potency means the concentration at half of the fitted maximal effect; on the % scale 0 is the no-effect control and ±100 the full control effect
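Readout: fluorescence, taken kinetically at 0 and 10 min. Conditions: 10 nM Pol kappa, 15 min RT compound preincubation, 50 nM substrate final. Controls: enzyme-free buffer wells.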
RXFP1 antagonist: qHTS Assay for Antagonists of the Relaxin Receptor RXFP1 | 0.59% of 350,000 active | AID 1259400, 2018 | Relaxin receptor 1 (Homo sapiens), Q9HBX9 | activity change, negative = inhibition, % at 57.5 µM | HEK293-RXFP1, relaxin-stimulated cAMP HTRF, 30 min; active compounds read low;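 active means activity change of -60% or lower, but not beyond a set lower limit; inconclusive means change between -60% and -40%, or beyond the set limit; inactive means change above -40%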; further: on the % scale 0 is the no-effect control and ±100 the full control effect
APEX1 inh: qHTS Assay for Inhibitors of the Human Apurinic/apyrimidinic Endonuclease 1 (APE1); DNA repair nuclease/redox regulator APEX1 (Homo sapiens), P27695; AID 2517, 2012; 0.35% of 350,000 active; Potency, µM (highest dose often 65.8 µM), inactives show at the top dose activity change, negative = inhibition, hits mostly inhibitors; recombinant APE1, TAMRA/BHQ-2 abasic DNA cleavage fluorescence;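 further: potency means the concentration at half of the fitted maximal effect; plate controls were vehicle for no effect and reference inhibitor for full effect; nearly all actives have a fitted effect of over 55% in size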
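APE1 at 0.75 nM final was preincubated with compound 15 min at room temperature, then 50 nM double-stranded THF abasic-site substrate (5'-TAMRA/3'-BHQ-2) was added. Fluorescence (ex 525/em 598 nm) was read kinetically; third-minus-first read gave activity.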
BLM helicase inh: qHTS Assay for Inhibitors of Bloom's syndrome helicase (BLM) | RecQ-like DNA helicase BLM (Homo sapiens), P54132 | recombinant BLM DNA unwinding, fluorescence dequenching | Potency, µM (series often up to 56.1 µM), inactives show top-dose activity change, negative = inhibition, actives largely listed as inhibitors | 0.2% of 350,000 active;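 further: potency means the concentration at half of the fitted maximal effect; plate controls were vehicle for no effect and no enzyme for full effect; nearly all actives have a fitted effect of over 35% in size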
POLH inh: qHTS for Inhibitors of Polymerase Eta | DNA polymerase eta (Homo sapiens), Q9Y253 | recombinant Pol eta, fluorescent DNA replication assay | Potency, µM (series often up to 114 µM), for the others: at the highest dose activity change, negative = inhibition, hits mostly inhibitors | 1.2% of 390,000 active; further: potency means the concentration at half of the fitted maximal effect; on the % scale 0 is the no-effect control and ±100 the full control effect
Target sequence (Q9Y253 whole entry, looked up): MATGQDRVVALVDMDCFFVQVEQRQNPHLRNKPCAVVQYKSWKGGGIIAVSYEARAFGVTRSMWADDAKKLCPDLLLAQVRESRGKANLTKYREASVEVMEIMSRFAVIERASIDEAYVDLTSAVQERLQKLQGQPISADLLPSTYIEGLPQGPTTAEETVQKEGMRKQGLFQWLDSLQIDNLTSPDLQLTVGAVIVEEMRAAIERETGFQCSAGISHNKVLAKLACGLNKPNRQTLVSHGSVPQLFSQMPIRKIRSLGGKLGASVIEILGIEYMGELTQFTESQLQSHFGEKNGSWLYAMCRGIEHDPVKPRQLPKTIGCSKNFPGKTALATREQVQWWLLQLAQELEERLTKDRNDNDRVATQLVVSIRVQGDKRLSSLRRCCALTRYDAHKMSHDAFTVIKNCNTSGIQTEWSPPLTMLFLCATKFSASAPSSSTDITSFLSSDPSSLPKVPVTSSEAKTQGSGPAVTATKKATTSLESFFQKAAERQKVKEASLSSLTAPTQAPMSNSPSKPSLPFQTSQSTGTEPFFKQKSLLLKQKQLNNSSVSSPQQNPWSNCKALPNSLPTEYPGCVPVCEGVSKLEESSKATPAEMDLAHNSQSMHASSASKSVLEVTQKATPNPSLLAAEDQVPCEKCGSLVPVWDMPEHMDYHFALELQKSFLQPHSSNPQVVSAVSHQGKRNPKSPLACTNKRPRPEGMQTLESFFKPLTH
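Pol eta (10 nM) was preincubated with compounds for 15 min at room temperature, after which fluorescent replication substrate (50 nM final) was added to start the reaction. Fluorescence was read kinetically at 0 and 10 min.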
An asterisk follows results filed as active; i = inactive; ? = inconclusive; / = no result given; [ ] = remark or other dose. Unless noted, the call rests on the fitted dose curve; in most records, active means well fitted curve in the direction sought with a large enough effect; inconclusive means small, poorly fitted or top-dose-only effect, or another doubt; inactive means no such curve, though single readings can be large; an effect the other way counts as inactive or inconclusive. An excerpt; count on the stated rates, not on these rows.

The line under a structure holds: RXFP1 antagonist | POLK inh | BLM helicase inh | Anesthetic bind | APEX1 inh | POLH inh | POLI inh | Pol beta inh | Tb PGK inh
1	C/C(=N\NC(=S)Nc1c(C)cccc1C)c1ccc(O)cc1
→ -3.2 | 3.8% | -3.8% | 3.1% | -0.5% | ? | 24.2% | 11.1% | 0.5%
2	COc1ccccc1C=NN=C1c2ccccc2-c2ccccc21
→ -10.6 | -6.0% | / | / | / | -13.1% | -7.8% | / | -7.4%
3	O=C(Cc1ccccc1F)Nc1nc(-c2cccs2)cs1
→ -13.7 | -5.1% | -13.3% | -16.3% | 7.5% | -0.5% | 6.1% | -0.7% | 2.6%
4	O=C(Nc1nccs1)c1ccc(-c2ccc([N+](=O)[O-])cc2)o1
→ -16.6 | -2.8% | -10.4% | -3.5% | -10.3% | -22.0% | 89.6%[activator] | ? | i
5	O=C(NCc1ccccc1)Nc1cccn(Cc2ccc(Cl)cc2)c1=O
→ 7.1 | -15.4% | -6.4% | ? | 1.5% | -0.6% | 15.8% | 24.0% | -6.8%
6	CSc1cccc(NC(=O)C2C3C=CC4(O3)C2C(=O)N(CCCN2CCOCC2)C4C(=O)NC2CCCCC2)c1 (stereo not given)
→ -20.3 | -12.0% | 0.2% | -17.1% | 14.2% | -12.3% | 63.2%[activator] | 32.0% | -6.1%
7	Cc1cc(C)cc(N(CCC#N)C(=O)COC(=O)c2ccccc2SCC(=O)N2CCCC2)c1
→ 8.5 | -25.5% | -3.1% | -8.0% | -25.1% | -11.1% | 46.9%[activator] | -6.6% | 4.6%
8	Nc1nc(-c2ccc(Br)cc2)cc(C(F)(F)F)n1
→ 4.1 | -16.6% | -2.5% | -1.7% | 1.9% | 6.8% | 4.4% | 7.2% | -7.2%
9	Cc1c[n+]([O-])cc(C)c1Oc1ccccc1
→ / | 14.5% | / | / | -10.4% | -12.3% | -12.1% | / | -1.5%
10	O=C(NC1CCN(C(=S)Nc2ccc(F)cc2)CC1)c1ccco1
→ -35.3 | -6.0% | -3.5% | 3.8% | -3.1% | 1.8% | -5.1% | 10.7% | 1.1%
11	c1ccc(CN2CCN(c3ncnc4c3[nH]c3ccccc34)CC2)cc1
→ / | -16.3% | 1.8% | -15.8% | -1.8% | -20.6% | 6.5% | 4.4% | i
12	O=c1c(-c2ccco2)[n+]([O-])c2ccccc2n1OCc1c(F)cccc1F
→ -9.0 | -5.9% | -15.3% | 1.8% | 19.9% | -2.6% | 4.8% | 13.8% | -8.7%
13	O=C1CC2(CCCC2)Oc2ccccc21
→ / | -6.8% | / | / | / | -13.0% | -8.4% | / | 0.4%
14	CCOC(=O)c1c(C)[nH]c(C)c1S(=O)(=O)N(C)CC(=O)Nc1ccc(CC)cc1
→ / | 1.5% | -1.4% | ? | / | -23.9% | 34.7%[activator] | -2.6% | i
15	Cc1ccc(S(=O)(=O)CCC(=O)OCc2ccc(S(=O)(=O)C(C)C)cc2)cc1
→ -0.5 | -4.1% | -0.3% | -12.6% | -7.8% | -10.3% | 17.0% | -23.6% | 11.1%
16	CC(C)c1ccc(OC(=O)c2ccc3c(=O)n4c(nc3c2)CCC4)cc1
→ -14.9 | -16.7% | / | / | 18.8% | ? | -13.1% | / | i
17	COc1ccc(-c2cc(C3CCN(c4ccc(C(C)=O)cc4[N+](=O)[O-])CC3)[nH]n2)cc1
→ 15.3 | -8.4% | -8.7% | -19.2% | 16.3% | -6.9% | -3.1% | 0.0% | -9.2%
18	Fc1ccc(-c2csc3[n+]2CCS3)cc1
→ 8.0 | -6.2% | 2.3% | 1.6% | -1.2% | 6.3% | 22.9% | 25.4% | 1.6%
19	Cn1c(=O)[nH]c(=O)c2c1nc1n2CC(COc2ccc3ccccc3c2)O1 (stereo not given)
→ -2.4 | -5.4% | -5.2% | -1.2% | -0.6% | 5.2% | 37.7%[activator] | 3.6% | 6.0%
20	O=C(CSCc1cccc(CSCC(=O)Nc2ccc3ccccc3c2)n1)Nc1ccc2ccccc2c1
→ -12.9 | -4.8% | -4.3% | 47.1%[activator] | -1.3% | 4.4% | ? | -1.8% | 6.7%
21	Cc1ccc2occ(/C=C/C(=O)O)c(=O)c2c1
→ -7.0 | -9.2% | -1.0% | -12.3% | -1.3% | -6.9% | -8.5% | 32.3% | -4.5%
22	COc1ccc(S(=O)(=O)N2CCCCCC2)cc1N(C)S(=O)(=O)c1ccc(Cl)cc1
→ -19.9 | -9.0% | -10.5% | 59.1%[activator] | -5.1% | 1.8% | 6.4% | 4.5% | 7.5%[11.5 µM]
23	Cc1cc(C)cc(NC(=O)CSc2nc(=O)[nH]c3c2CCC3)c1
→ -13.2 | 0.0%[60.1 µM] | -1.4% | ? | / | -14.6% | 18.3% | 2.8% | -9.7%
24	CCOc1ccc(S(=O)(=O)NCCc2ccccn2)cc1
→ -4.7 | -18.1% | / | / | 13.0% | -9.0% | 7.3% | / | -0.3%
25	CN(Cc1ccc(C(C)(C)C)cc1)C(=O)C1CCN(C(=O)Nc2ccccc2)CC1
→ -1.6 | -6.5% | / | / | -10.7% | -18.4% | 43.8%[activator] | / | -0.1%
26	Cc1nn(C)c(Cl)c1CN1CCCC(C(=O)Nc2cccc(-n3cccn3)c2)C1 (stereo not given)
→ -7.9 | -2.1% | 1.7% | 2.3% | 8.9% | -5.2% | -4.8% | 44.4% | -3.6%
27	COc1ccccc1NC(=O)CC1S/C(=N/N=C(\C)C2CCCCC2)NC1=O (stereo not given)
→ 0.7 | -12.3% | -15.3% | -17.1% | 9.1% | -9.4% | -20.0% | -24.6% | 1.4%
28	CC(C)(C)NC(=O)COc1ccc(CNc2ccc3[nH]c(=O)[nH]c3c2)cc1
→ -17.6 | -22.9% | ? | ? | -5.1% | -16.5% | 8.4% | 1.2% | 2.3%
29	O=C(N/N=C/C(Cl)=C\c1ccccc1)c1cccs1
→ -34.2 | 5.3% | -10.1% | -6.3% | 3.2% | -22.7% | -1.9% | -0.6% | i
30	Cc1ncoc1C(=O)NCc1ccccc1Cl
→ -2.4 | 3.3% | 1.3% | -15.1% | -1.0% | -4.9% | 25.7% | 29.5% | 2.4%
31	COc1cccc(CC2(CO)CCCN(Cc3ccc4c(c3)OCCO4)C2)c1 (stereo not given)
→ -1.4 | -1.3% | 3.7% | -13.9% | 4.3% | -12.1% | -20.2% | 20.4% | -2.0%
32	O=C(C1=C(O)C(=O)N(Cc2ccco2)C1c1cccc([N+](=O)[O-])c1)c1ccco1 (stereo not given)
→ 3.2 | -9.7% | -7.0% | -11.8% | 8.8% | -6.7% | ? | -1.9% | -0.2%
33	O=C(c1cc([N+](=O)[O-])ccc1N1CCCC1)N1CCCC1
→ -3.6 | -4.6% | -5.0% | -16.4% | -0.4% | -20.3% | 68.0%[activator] | 1.2% | i
34	COc1ccc(NC(=O)CSc2ncnc3sc(C)cc23)cc1
→ -24.3 | -12.8% | -3.8% | 3.3% | 10.6% | -13.0% | 45.6%[activator] | 28.7% | -2.7%
35	N=c1c2c(-c3ccccc3)c(-c3ccccc3)oc2ncn1CCN1CCOCC1
→ ? | -12.6% | 1.8% | ? | 1.3% | -4.7% | 11.8% | 2.0% | 6.2%
36	COc1ccc(CN(Cc2ccccn2)C(=O)CN2C(=O)C(C)Oc3ccccc32)cc1 (stereo not given)
→ -2.3 | -6.4% | 2.3% | -11.9% | -2.0% | -1.2% | 23.3% | 8.4% | 1.2%
37	Cc1c(Cl)cccc1NC(=O)CSc1nc2c(c(=O)[nH]1)CCCC2
→ / | / | 2.2% | 5.2% | -8.1% | / | / | 74.4% | /
38	CC(C)CN1CCN(Cc2c[nH]c3ccccc23)CC1CCO (stereo not given)
→ -1.7 | 2.5% | -0.3% | -10.7% | -0.6% | -22.4% | 19.5% | 29.8% | -11.4%
39	COc1ccc(S(=O)(=O)N2CCC(=O)N2)cc1
→ 5.4 | -3.3% | -1.9% | -5.2% | 11.6% | 3.4% | -0.8% | 14.7% | -7.0%
40	C[C@H]1CN=C(Nc2ccccc2)N1CCC1CCCC1
→ / | 2.7% | -0.9% | -8.4% | 2.1% | -12.1% | 16.3% | 13.5% | i
41	O=[N+]([O-])c1ccc(Cc2ccccn2)c([N+](=O)[O-])c1
→ 5.1 | 3.1% | / | / | / | -10.6% | -14.6%[58.9 µM] | / | i
42	CC1CCCN(CCOc2cccc(Oc3ccccc3)c2)C1 (stereo not given)
→ -2.8 | 11.4% | -0.3% | ? | -11.7% | -16.8% | -2.1% | -2.8% | -0.7%
43	O=C(NCc1ccc(F)cc1Cl)C1CC(=O)N(C2CCCCCCC2)C1 (stereo not given)
→ 6.5 | 0.3% | -3.4% | -10.4% | 33.5%[activator] | -0.2% | -8.4% | 14.9% | -15.3%
44	COc1ccc(-c2cc(C3CC3)nc(SCC(=O)c3cccs3)c2C#N)cc1
→ 19.9 | -0.1% | -0.1% | -8.4% | 9.1% | -14.8% | -0.8% | 19.0% | i
45	CC1Oc2ccccc2C=C1/C=N/NC(=O)[C@@H](C)NC(=O)OC(C)(C)C (stereo not given in full)
→ 0.2 | -4.3% | -5.9% | -11.6% | 1.3% | -15.6% | -4.6%[58.9 µM] | 18.9% | -2.9%
46	O=C(NN1C(=O)/C(=C/C=C/c2ccccc2)SC1=S)c1ccncc1
→ -1.0 | -8.3% | -12.2% | ? | 6.0% | -7.2% | ? | -12.1% | -8.9%
47	CC1CC(C)CN(S(=O)(=O)N2CCCC(C(=O)NCCc3ccc(Cl)cc3)C2)C1 (stereo not given)
→ -7.6 | -3.5% | -1.7% | -14.1% | 13.4% | -5.2% | 10.0% | 32.9% | 2.3%
